Screens from PubChem.
Imprint erasure: genomic imprint erasure induction. 110,000 compounds, 0.02% hits. mouse ES Peg3-LacZ reporter, beta-gal luminescence, 40 h. Potency, µM (series often up to 60.7 µM), for inactives: at the highest dose activity change, positive = activation, hits mostly activators;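 note: 0% = negative control wells on the plate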
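Readout: BetaGlo luminescence (5 min, room temp) for LacZ from the normally silent maternal Peg3 allele in female Peg3LacZ-Neo ES cells. Cells 300/well, 40 h, 37C, 5% CO2. Data normalized per plate to negative controls.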
p53ts 32C tox: kills p53ts cells at the permissive temperature. Potency, µM (top dose mostly 46.1 µM), for inactives: at the top dose activity change, negative = cytotoxicity, hits mostly cytotoxic. H1299-p53A138V at 32C, ATP luminescence viability, 24 h. 130,000 compounds, 0.93% hits;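 note: 0% = DMSO and -100% = full killing by reference compound; nearly all actives have a fitted effect of over 55% in size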
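Cells: H1299 p53ts (A138V), 600/well, pre-incubated 16–30 h at 37C. Cpd up to 46 uM, 24 h, 32C. Readout: ATPlite luminescence, 20 min RT. Normalization: DMSO vs tamoxifen 100 uM. AC50 by Hill equation.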
p53ts 39C tox: cytotoxicity in p53ts cells at nonpermissive temperature | H1299-p53A138V viability at 39C, ATP luminescence, 24 h | Potency, µM (series often up to 46.1 µM), inactives show at the highest dose activity change, negative = cell killing, usual class: cytotoxic | 130,000 compounds, 1.5% hits; note: nearly all actives have a fitted effect of over 55% in size
IkB signaling: IkB pathway inhibition in ABC-DLBCL cells | 110,000 compounds, 0.04% hits | Potency, µM (titrated, usually from 57.1 µM), inactives show top-dose IkBa stabilization activation | ABC-DLBCL IkBa-CBG/CBR dual luciferase ratio, 4 h; response scale: scaled: untreated 0%, proteasome inhibitor 100%; active = well fitted curve in the direction sought with a large enough effect in the signal ratio, not every such curve was filed as active; inconclusive = small, poorly fitted or top-dose-only effect, or a change in a side signal; the % refers to the signal ratio;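 note: the direction sought is a rising ratio; 0% = basal untreated cells and 100% = reference inhibitor full response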
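Luminescence ratio of IκBα-fused green versus native red beetle luciferase in OCI-Ly3 cells, 4 h post-doxycycline with compound; red signal alone, scaled from basal (0%) to zero light (-100%), flagged nonspecific or cytotoxic effects.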
Starred values were filed as active, the others as inactive; u = inconclusive; x = not tested or not shown; [ ] = remark or other dose. Unless noted, calls come from the whole dose curve; as a rule, active = well fitted curve in the direction sought with a large enough effect; inconclusive = small, poorly fitted or top-dose-only effect, or another doubt; inactive = no such curve, though single readings can be large; an effect the other way counts as inactive or inconclusive. Unless noted, % is set by controls: 0 for no effect and ±100 for the full control effect; potency is the fitted concentration of half-maximal effect.

SMILES | Imprint erasure | p53ts 32C tox | p53ts 39C tox | IkB signaling
Cc1cccc(NC(=O)C2CCCN2C(=O)OCC(C)C)c1C (configuration not stated) | x | 8% | 5% | -1.0%
COc1ccc2c(c1)cc(C(=O)O)n2C | -23% | -6% | 5% | 4.9%
O=C(CN1CCN(c2ccc(F)cc2)CC1)OCc1ccccc1 | -5% | -5% | -5% | 2.6%
COc1ccccc1-c1nccc(NCc2cnc(C)cn2)n1 | 4% | 6% | 3% | -0.9%[11.4 µM]
COc1ccc(CNc2nc(-c3ccco3)nn2C(=O)c2ccccc2Cl)cc1 | -12%[10.9 µM] | u | u | -2.4%
CCn1cnc2sc(C(=O)O)c(C)c2c1=O | -4% | 0% | 12% | 0.4%
CCCNC(=O)c1c(NC(=O)c2ccc(C)cc2)sc2c1CCCCC2 | -4%[10.9 µM] | 5% | 7% | u
COc1cc(C)nc(N2CCCC(C(=O)Nc3cccc(Cl)c3Cl)C2)n1 (configuration not stated) | -4% | 7% | -6% | 0.3%
O=S(=O)(NCCc1csc(-c2cccc(F)c2)n1)c1cc(F)ccc1F | -10%[10.9 µM] | 5% | -27% | -1.4%
O=C(Nc1ccccc1)N(CCc1nc2ccccc2[nH]1)C1CCCC1 | -16% | -5% | -5% | 1.1%
CC(C)CCSc1nc(N)c(C#N)cc1C#N | -7% | 6% | -1% | 0.4%
Cc1cc(C)c(Cn2c3ccccc3c3cnn(CC(=O)NCc4ccccn4)c(=O)c32)c(C)c1 | -5%[10.9 µM] | 1% | -14% | u
CCOC(=O)c1cccnc1SCC(=O)Nc1ccc(C)cc1C | -4%[10.9 µM] | u | u | -0.2%
COc1ccccc1C(=O)NCCn1cc(SCC(=O)NCc2ccco2)c2ccccc21 | -15% | 0% | -12% | u
C=CCn1c(=O)c(C(=O)Nc2ccccc2OC)c(O)c2ccccc21 | 3% | -9% | -6% | u
COc1nc(C#N)nc(N(C)C)n1 | -1% | -3% | 5% | -4.0%
Cc1cccc(N2CCN(C(=O)c3c(C)oc4nc(C)nc(N5CCCC5)c34)CC2C)c1 (configuration not stated) | 24%[10.9 µM] | 8% | 3% | u
CSc1ccccc1NC(=O)c1ccc(C)o1 | x | -2% | 0% | x
COc1cccc(-c2nc(S(=O)(=O)c3ccc(C)cc3)c(NCc3ccccc3)o2)c1 | 5%[10.9 µM] | 15% | 41%[activator] | 4.3%
Cc1cccc2sc(N(Cc3cccnc3)C(=O)CCS(=O)(=O)c3ccccc3)nc12 | -7%[10.9 µM] | 0% | u | u
Cc1ccc(-n2nc3c(c2NC(=O)c2cccs2)CSC3)cc1 | -21% | 15% | 10% | 6.8%
Cc1nn2c(C)c(C(=O)N3CCN(c4ccccc4)CC3)cnc2c1-c1ccccc1 | -8%[10.9 µM] | -2% | u | u
CCNc1ncc2ncc(=O)n(CCOC)c2n1 | u | 2% | 3% | 1.3%[11.4 µM]
CC(C)(Oc1cccc2ccccc12)C(=O)O | -10% | 3% | 3% | 0.0%
Cc1nn2c(=O)cc(COC(=O)c3ccccc3NC(=O)c3cccs3)nc2s1 | 24%[10.9 µM] | 11% | -15% | 3.5%
N#Cc1c(N)n(CCNC(=O)c2cccs2)c2nc3ccccc3nc12 | -10% | 10% | 6% | -1.1%
Cn1c(=O)[nH]c(=O)c2c1nc(N1CCOCC1)n2Cc1ccccc1 | -7%[10.9 µM] | -1% | 15% | -0.3%
COc1cccc(C(=O)NCCc2csc(-c3ccc(Cl)cc3)n2)c1 | -21%[10.9 µM] | -9% | -29% | u
Cc1ccc(S(=O)(=O)N(C)c2ccc(OCC(=O)OCc3c(C)noc3C)cc2)cc1 | 13% | 0% | -1% | 0.0%
Cc1ccc(CN2CCC(CNC(=O)c3cnn(-c4ccccc4)c3C3CCN(C(=O)OC(C)(C)C)CC3)CC2)cc1 | -13%[10.9 µM] | -5% | u | u
CC(C)(C)OC(=O)N[C@@H](Cc1c[nH]c2ccccc12)c1nnc(SCC(N)=O)o1 | -4% | 12% | 8% | 0.4%
O=C(CN(C1CCCCC1)S(=O)(=O)c1ccccc1)N1CCCC1 | -13% | 16% | -11% | -1.3%
CCCn1c(SCC(=O)NC)nnc1C(C)C | -5% | 1% | 3% | -0.9%
CCOc1nc(-c2ccccc2O)nc2ccccc12 | -13% | -7% | -14% | 0.9%
Cc1cccc(Nc2nc(N)nc(CN3CCN(C)CC3)n2)c1 | -5% | 0% | 24% | 0.5%
CCOc1cc2[nH]c(=O)n(CCC(=O)NCCc3ccccc3)c(=O)c2cc1OCC | 6% | 6% | -5% | -0.6%
Cc1cccc(NC(=O)C2CCCN(S(=O)(=O)c3ccc(Br)s3)C2)c1 (configuration not stated) | 22%[10.9 µM] | 8% | -9% | u
COc1ccc(N2CCN(C(CNC(=O)C(=O)NCc3ccc(F)cc3)c3cccnc3)CC2)cc1 (configuration not stated) | 16%[10.9 µM] | 0% | u | -0.7%
CO/N=C\c1ccc(C(=O)N2[C@H](c3ccc(C)cc3)[C@@H](C)CC[C@H]2C(=O)OC)cc1 | x | 2%[9.22 µM] | -4%[9.22 µM] | x
O=C(COC(=O)c1ccccc1Oc1ccccc1)NC1CCS(=O)(=O)C1 (configuration not stated) | -12% | 6% | -11% | 0.2%
COc1ccccc1-c1nc(S(=O)(=O)c2ccc(Cl)cc2)c(N(C)C)o1 | -4% | 9% | -1% | 0.6%
Cc1cc(C)cc(N(C(=O)C2CCCC2)C2C=CS(=O)(=O)C2)c1 (configuration not stated) | -7% | -7% | 7% | 0.5%
Cn1c(SCc2cccc3ccccc23)nnc1-c1ccco1 | -10% | -23% | 15% | -0.9%
CCOC(=O)Cn1c(=O)oc2cc(S(=O)(=O)N3CCN(c4ccccn4)CC3)ccc21 | -8% | -11% | -4% | 2.1%
CSc1nnc(-c2ccc(O)cc2)n1C | -6% | 6% | 0% | 0.5%

Part of the list above, with values under each structure:
Order of values – Imprint erasure | p53ts 32C tox | p53ts 39C tox | IkB signaling
Cc1nn2c(=O)cc(COC(=O)c3ccccc3NC(=O)c3cccs3)nc2s1
    24%[10.9 µM] | 11% | -15% | 3.5%
N#Cc1c(N)n(CCNC(=O)c2cccs2)c2nc3ccccc3nc12
    -10% | 10% | 6% | -1.1%
Cn1c(=O)[nH]c(=O)c2c1nc(N1CCOCC1)n2Cc1ccccc1
    -7%[10.9 µM] | -1% | 15% | -0.3%
COc1cccc(C(=O)NCCc2csc(-c3ccc(Cl)cc3)n2)c1
    -21%[10.9 µM] | -9% | -29% | u
Cc1ccc(S(=O)(=O)N(C)c2ccc(OCC(=O)OCc3c(C)noc3C)cc2)cc1
    13% | 0% | -1% | 0.0%
Cc1ccc(CN2CCC(CNC(=O)c3cnn(-c4ccccc4)c3C3CCN(C(=O)OC(C)(C)C)CC3)CC2)cc1
    -13%[10.9 µM] | -5% | u | u

Continued:
SMILES | Imprint erasure | p53ts 32C tox | p53ts 39C tox | IkB signaling
O=S(=O)(NCCS(=O)(=O)N1CCN(c2ccccc2F)CC1)c1ccc(Cl)cc1 | -12%[10.9 µM] | 0% | -8% | -1.5%
COc1ccccc1CNc1cc(-c2ccccc2OC)ncn1 | -16% | 13µM* | u | 15%[11.4 µM]
CCc1cccc(NC(=O)Cn2cccc2)c1 | -21% | -9% | 3% | -1.3%
O=C(COc1ccccc1)NC(Cc1c[nH]c2ccccc12)C(=O)O (configuration not stated) | -4% | 8% | 10% | 1.8%
Cc1[nH]nc2c1C(c1ccccc1F)CC(=O)N2 (configuration not stated) | -5% | 5% | 7% | -0.5%
CCn1cc(NC(=O)Nc2ccccc2C(=O)OC)c(C(N)=O)n1 | 19% | 8% | 14% | -1.1%
Cc1ccccc1Nc1c(-c2c[nH]c3ccccc23)nc2ccccn12 | -4%[10.9 µM] | -10% | -11% | u
CCOC(=O)C1=C(C)NC(SCC(=O)Nc2cc(C)on2)=C(C#N)C1c1cccs1 (configuration not stated) | -29% | 21% | 46%[activator] | u
COc1ccc(OC(C)C(=O)NC2CC(C)(C)NC(C)(C)C2)cc1 (configuration not stated) | 10% | 3% | 6% | 0.4%
Cc1cccc(CNC(=O)c2ccc3c(c2)N(C)CCS3)c1 | 7%[10.9 µM] | -1% | -27% | u
Cc1cnc(C(=O)Nc2ccc3c(c2)CCC3)cn1 | -50%[inhibitor] | u | u | -0.3%
COc1ccc(-n2c(SCC(=O)NCC3CCCO3)nc3n[nH]c(C)c3c2=N)cc1 (configuration not stated) | -3% | -18% | -16% | 0.6%
Cc1ccc(-c2nnn(CC(=O)NC3CC4CCC3C4)n2)cc1 (configuration not stated) | -13% | -4% | -8% | 2.6%
O=C(COC(=O)c1ccccc1NC(=O)C1CC1)c1ccc2c(c1)OCCO2 | x | -21% | -3% | x
COc1cccc(C(=O)N2CCN=C2SCc2cccnc2)c1OC | -14% | -1% | 16% | -0.5%

Among those listed so far, these contain a tert-butyl group.
SMILES | Imprint erasure | p53ts 32C tox | p53ts 39C tox | IkB signaling
Cc1ccc(CN2CCC(CNC(=O)c3cnn(-c4ccccc4)c3C3CCN(C(=O)OC(C)(C)C)CC3)CC2)cc1 | -13%[10.9 µM] | -5% | u | u
CC(C)(C)OC(=O)N[C@@H](Cc1c[nH]c2ccccc12)c1nnc(SCC(N)=O)o1 | -4% | 12% | 8% | 0.4%

Next entries
SMILES | Imprint erasure | p53ts 32C tox | p53ts 39C tox | IkB signaling
Cn1c(Cn2c(=O)sc3ccccc32)nnc1SCC(=O)NCc1ccccc1Cl | 0% | -4% | 23% | 0.9%
CCCCn1c(=N)n(CC(O)COc2ccc(C)cc2)c2ccccc21 (configuration not stated) | -28% | -5% | u | u
Cc1ccc(SC(C)c2nc(-c3cccnc3)no2)cc1 (configuration not stated) | -26% | -8% | -3% | -2.6%
OC(CCl)CCl | 27% | -18%[1.84 µM] | 0% | 1.4%
CC(C)Cn1cc(C(=O)NCCCN2CCCC2=O)c2c3ccccc3n(C)c2c1=O | 3% | -7% | -4% | -0.8%
Cn1c(=O)c2c(nc(N3CCCCCC3)n2CC(=O)c2ccccc2)n(C)c1=O | x | 5% | 8% | -0.2%
O=S(=O)(c1ccc(Br)cc1)c1nnn2c1nc(NCc1cccs1)c1sccc12 | -14%[10.9 µM] | -7% | u | -0.6%
Cc1nn(-c2nc3ccccc3n2Cc2ccccc2)c2c1C(=O)CC(C)(C)C2 | -4% | -3% | 50%[activator] | 3.3%
Cc1ccc(NC(=O)C2CCCN(S(=O)(=O)c3ccc4[nH]c(=O)ccc4c3)C2)cc1C (configuration not stated) | -5%[10.9 µM] | 0% | 0% | -0.5%
O=c1c2cccnc2n(Cc2cccc(F)c2)c(=O)n1Cc1ccc(F)cc1 | -10%[10.9 µM] | 4% | -19% | u
CCOC(=O)c1sc(=N)n(-c2ccc(OC)cc2)c1C | -14% | 5% | -2% | -2.3%
CCOC(=O)c1cc(-c2ccco2)nc2c1c(C)nn2-c1ccccc1 | 9% | -4% | -12% | -2.2%
Cc1ccccc1NS(=O)(=O)c1cc(C(N)=O)ccc1C | -12% | 4% | 3% | 1.7%
COc1ccccc1CN1CC(C(=O)N2CCN(c3ccc(F)cc3)CC2)CC1=O (configuration not stated) | -10% | -7% | 0% | 2.5%
CCN1CCN(CCCNC(=O)c2cnn(-c3ccc(OC)cc3)c2C2CCN(C(=O)OC(C)(C)C)CC2)CC1 | -10%[10.9 µM] | 2% | 18% | -0.7%
Cc1cccc2ccccc12 | 0% | 1%[1.84 µM] | 4% | -1.6%
COc1cccc(C(=O)CN2CCC(NC(=O)NC3CCCCC3)CC2)c1 | x | -2% | 13% | 3.2%
CCn1c(COc2cccc(C)c2)nnc1SCC(=O)N1CCCC1 | -4% | 9% | 6% | 1.0%
CC(C)(C)NC[C@H](O)c1cc(O)cc(O)c1 | -9%[16.8 µM] | 4%[20.6 µM] | -1%[20.6 µM] | 0.7%[25.6 µM]
CCOC(=O)C1CCN(S(=O)(=O)c2csc(C(N)=O)c2)CC1 | -15%[10.9 µM] | -6% | -10% | 1.4%
CCCCn1c(=O)c2oc3ccccc3c2n(Cc2ccc(OC)cc2)c1=O | -16%[10.9 µM] | 3% | -19% | 0.7%
COc1ccc(C)cc1-n1c(-c2ccc(Cl)cc2)cc2c1CC(C)(C)CC2=O | -9%[10.9 µM] | 8% | 6% | u
CCc1cccc(C)c1NC(=O)CC1Oc2ccc(C)cc2NC1=O (configuration not stated) | -8%[10.9 µM] | 8% | 34%[activator] | -3.0%
CCCN1CCN(C(=O)c2cn(CC(C)C)c(=O)c3cc(OC)c(OC)cc23)CC1 | -8% | -13% | -3% | 0.3%
